# CRFBP-R2 agonist: CRF-BP/CRF-R2 complex agonism; HEK293 CRF-R2/CRF-BP, calcium dye fluorescence (FLIPR); percent of saturating CRF peptide response; 350,000 compounds, 0.46% hits; AID 588473; activation, % at 13.2 µM;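 active means activation of at least 50%, plus an integration ratio under a set limit after plate pattern correction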;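 further: plate controls were neutral control wells without compound for no effect and CRF at EC100 for full effect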
# CHRM5 antagonist: blocks acetylcholine activation of human M5 receptor; P08912; CHO-hM5 cells, Fluo-8 calcium fluorescence, ACh EC80; inhibition, % at 3 µM; 360,000 compounds, 0.59% hits; AID 624040;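 active means inhibition above a per-plate cutoff, the mean of that plate's test compounds plus 3 SD, cut at about 27% in these data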;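 further: 0% = acetylcholine EC80 with DMSO and 100% = DMSO without agonist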
# Target sequence (P08912 whole entry, looked up): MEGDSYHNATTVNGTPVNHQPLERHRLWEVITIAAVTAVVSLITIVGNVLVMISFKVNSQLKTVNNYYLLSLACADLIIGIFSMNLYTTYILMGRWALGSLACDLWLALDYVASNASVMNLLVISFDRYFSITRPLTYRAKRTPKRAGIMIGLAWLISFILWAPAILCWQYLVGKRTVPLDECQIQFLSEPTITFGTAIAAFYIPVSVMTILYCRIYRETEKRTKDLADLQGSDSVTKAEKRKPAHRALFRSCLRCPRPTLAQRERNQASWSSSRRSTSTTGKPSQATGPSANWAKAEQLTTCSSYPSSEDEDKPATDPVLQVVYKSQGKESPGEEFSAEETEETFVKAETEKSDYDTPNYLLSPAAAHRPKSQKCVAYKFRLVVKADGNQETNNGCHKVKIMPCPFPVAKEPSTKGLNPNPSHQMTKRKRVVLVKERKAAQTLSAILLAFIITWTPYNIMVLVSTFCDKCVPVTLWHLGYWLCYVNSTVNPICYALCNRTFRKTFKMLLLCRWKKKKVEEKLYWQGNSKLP
# CHRM1 PAM: positive allosteric modulators of human M1 muscarinic receptor; CHO-K1 hM1, Fluo-8 calcium fluorescence, ACh EC20; 0% = ACh EC20, 100% = maximal ACh; P11229; AID 588819; 360,000 compounds, 0.088% hits; activation, % at 3 µM; in the data active means activation above about 19%, passing the limit was not always enough
# Target sequence (P11229 whole entry, looked up): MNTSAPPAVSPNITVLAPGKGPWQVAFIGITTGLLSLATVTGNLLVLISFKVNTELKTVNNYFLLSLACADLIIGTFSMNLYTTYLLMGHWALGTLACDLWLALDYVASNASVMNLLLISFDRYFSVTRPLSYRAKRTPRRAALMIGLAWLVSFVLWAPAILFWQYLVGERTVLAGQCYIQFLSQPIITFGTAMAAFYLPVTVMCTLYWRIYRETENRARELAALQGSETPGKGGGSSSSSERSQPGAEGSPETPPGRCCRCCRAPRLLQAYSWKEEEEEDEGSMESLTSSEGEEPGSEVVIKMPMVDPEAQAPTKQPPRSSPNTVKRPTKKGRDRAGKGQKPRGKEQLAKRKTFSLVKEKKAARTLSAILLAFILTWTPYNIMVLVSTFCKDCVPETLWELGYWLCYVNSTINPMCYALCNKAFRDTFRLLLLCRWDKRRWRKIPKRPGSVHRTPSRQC
# M1 antag: human CHRM1 antagonism. P11229. 360,000 compounds, 1.3% hits. CHO-K1 hM1, Fluo-8 calcium fluorescence, ACh EC80 antagonist. inhibition, % at 3 µM;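 active means percent inhibition above its own plate's cutoff, namely the mean of that plate's compound wells plus 3 SD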;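 further: peak over basal fluorescence ratio during 140 s after agonist addition; 0% = ACh EC80 plus DMSO and 100% = DMSO alone without agonist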
# M5 PAM: positive allosteric modulators of human muscarinic M5 receptor; P08912; CHO-K1 hM5, Fluo-8 calcium, ACh EC20 PAM; 0% = ACh EC20, 100% = ACh EC100; activation, % at 3 µM; 360,000 compounds, 0.3% hits;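 active means activation above the run cutoff, the mean activation of all test compounds plus 3 SD, cut at about 18% in these data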
#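 System: CHO-K1 hM5 cells. Reagent: acetylcholine, EC20 level. Compound dosing: single dose, 3 µM nominal final test concentration. Timing: Post-acetylcholine fluorescence recording 140 s. Detection: Fluo-8 calcium fluorescence. Read-out: % activation, ACh-normalized. Benchmarks: ACh EC20 and EC100 wells. Repeats: singlicate, one well per test compound.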
# CHRM5 agonist: agonists of human muscarinic M5 receptor (CHRM5); activation, % at 3 µM; P08912; CHO-K1 hM5 cells, Fluo-8 calcium fluorescence; 0% DMSO wells, 100% maximal acetylcholine response; AID 624037; 360,000 compounds, 0.19% hits;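 active means activation above the run's mean over test compounds plus 3 SD, cut at about 23% in these data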;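 further: signal is peak over basal fluorescence ratio across the kinetic read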
# M4 ag: CHRM4 agonism in calcium assay | P08173 | CHO-K1 hM4/Gqi5, Fluo-8 calcium fluorescence; vehicle 0%, full acetylcholine response 100% | activation, % at 3 µM | 360,000 compounds, 0.14% hits | AID 624127;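 active means activation above the run mean over all test wells plus 3 SD, cut at about 32% in these data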;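 further: peak over basal fluorescence ratio per well then scaled between controls; 0% = DMSO wells and 100% = acetylcholine at EC100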
# M4 antag: CHRM4 antagonism in calcium assay | P08173 | CHO-hM4 cells, ACh EC80, Fluo-8 calcium fluorescence | inhibition, % at 3 µM | 360,000 compounds, 0.73% hits | AID 624125;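 active means inhibition above its plate's cutoff, the mean inhibition of sample wells plus 3 SD, cut at about 27% in these data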;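 further: 0% = acetylcholine EC80 with DMSO and 100% = DMSO without agonist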
# M4 PAM: potentiates acetylcholine response at human M4 receptor; P08173; CHO-K1 hM4/Gqi5, Fluo-8 calcium fluorescence, ACh EC20; 0% = ACh EC20, 100% = maximal ACh; activation, % at 3 µM; 360,000 compounds, 0.4% hits; AID 624126;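 active means activation above its plate's cutoff, the mean activation of sample wells plus 3 SD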; further: some results filed as inactive read as strong as hits
# Active calls of the source: *; · = not tested or not shown.
SMILES,CRFBP-R2 agonist,CHRM5 antagonist,CHRM1 PAM,M1 antag,M5 PAM,CHRM5 agonist,M4 ag,M4 antag,M4 PAM
Cc1oc2c(CN3CCCCC3C)c(O)ccc2c(=O)c1-c1ccccc1 (stereo not drawn),2.1,7,21,-13,2,-3,1,0,-7
CC(C)CC(=O)Nc1ccc(C(=O)COC(=O)C2=COCCO2)cc1,-0.1,-6,11,1,9,2,4,-1,5
CN1CCN(C2CN(Cc3cn(Cc4cccc(Cl)c4)nn3)S(=O)(=O)C2)CC1 (stereo not drawn),·,-8,·,·,0,1,1,-4,13
Cc1ccc(Nc2nc(N)[nH]c(=O)c2N=O)cc1,1.2,-6,3,-1,1,0,1,-10,3
CC(=O)N1c2ccc(S(=O)(=O)NCC3CCC(C(=O)N4CCC(C)CC4)CC3)cc2CC1C (stereo not drawn),-0.7,3,5,-12,-5,-1,3,7,-5
Cc1ccc(C(c2sc3nc(C)nn3c2O)N2CCN(c3ccc(F)cc3)CC2)cc1 (stereo not drawn),-0.5,-1,3,4,42*,-4,0,3,0
Cc1cc(NC(=O)CSc2nnc(C3CC3)n2C)no1,2.2,3,13,-12,1,3,0,6,-4
O=C(NCc1ccco1)C1CCCN1C(=O)NCc1ccccc1 (stereo not drawn),-0.7,6,7,-9,-1,2,0,1,2
O=C(CN1C(=O)/C(=C/c2cccc(Br)c2)SC1=S)NC1=NCCS1,0.7,-3,5,0,-4,-2,1,2,-6
NC(=O)CC(NC(=O)Cc1ccc(Br)cc1)c1ccc(NC2CC3CCC2C3)c([N+](=O)[O-])c1 (stereo not drawn),-1.6,6,12,7,3,0,0,3,8
CN1CCCC(CC2c3ccccc3Sc3ccccc32)C1 (stereo not drawn),0.8,99*,-25,99*,-19,2,11,99*,-18
C=C(C)CNC(=S)N/N=C(\C)c1cccc(NC(C)=O)c1,-0.4,-11,14,-8,3,3,4,-13,7
COc1cc(OC)cc(C(=O)Oc2ccc(/C=N/Nc3nc4ccccc4s3)cc2OC)c1,0.3,-4,-2,4,-3,-1,1,24,-6
Cc1ccc(C(=O)NNc2nc3ccccc3nc2C(F)(F)F)cc1,0.3,-11,0,-8,3,-1,-1,-6,11
CCOC(=O)c1[nH]c(C)c(C(=O)OCC(=O)NCc2ccc(Cl)cc2)c1C,0.2,-7,0,1,3,-1,0,11,2
COc1ccc(CCNC(=O)CSc2ccc(-c3ccncc3)nn2)cc1,-0.6,4,3,1,-4,-2,0,1,-17
O=C(COC(=O)C1=COCCO1)Nc1c(F)cccc1F,0.5,7,12,-5,3,6,1,-4,11
COC(=O)c1sc(N2C(=O)C(O)=C(C(=O)c3ccc(C)o3)C2c2cccs2)nc1C (stereo not drawn),0.9,7,10,-2,-1,-2,1,-1,5
Cc1ccc(S(=O)(=O)N2C[C@H]3[C@H]4C(=O)N(Cc5ccccc5)C(=O)[C@H]4CC(=O)[C@H]3[C@@H]2c2ccccc2)cc1,·,5,-7,-10,-1,3,3,-2,-2
COc1ccc(Cn2c(O)c(C=Nc3ccc(OC)cc3)c3ccccc3c2=O)cc1,-0.9,-1,2,-5,0,-1,1,0,1
Cc1ccc(NC(=O)Cc2nnc(SCC(=O)Nc3nncs3)n2C)c(C)c1,-0.6,8,15,5,-3,-4,0,3,0
CCN(CC(=O)Nc1cccc(C#N)c1)CC(=O)Nc1cccc(OC)c1,-1.3,3,5,-1,-3,0,7,-6,-2
CCc1cc(=O)oc2cc(C)cc(OCC(=O)C(C)(C)C)c12,-9.0,-10,11,-2,12,-2,1,-4,3
CNS(=O)(=O)c1ccc(CNC[C@H]2O[C@@H](n3cc(C)c(=O)[nH]c3=O)C[C@@H]2O)cc1,0.2,-7,10,-21,4,0,1,-3,6
COc1ccc(N2C(=O)C(C)C(Cc3ccc(C)cc3)C2=O)cc1 (stereo not drawn),-2.2,8,-7,17,-11,1,2,-3,-5
CC[C@H](C)[C@H](NC(N)=O)C(=O)OCC(=O)NCc1ccc(Cl)cc1,-0.3,-6,10,-9,8,3,1,-4,5
COc1ccc(-c2sc3cc4c(cc3c2C#Cc2cncn2C)OCO4)cc1,-1.2,8,-3,7,0,2,0,0,-2
CCOc1ccc(Oc2ccc(S(=O)(=O)N3CCOCC3)cc2N)cc1,-3.1,12,3,-4,-4,5,9,3,-5
Cc1cccc(CSCCNC(=S)Nc2ccccc2)c1,-0.4,11,-4,4,-10,-3,4,1,3
COc1ccc(NC(=O)CC2C(=O)N(c3cccc(OC)c3)C(=O)N2C(C)C)cc1 (stereo not drawn),-1.1,2,-1,-6,-6,0,1,-4,-3
Cc1c(N2C(=O)C(=O)/C(=C(/O)c3ccc(Cl)cc3)C2c2ccccc2)c(=O)n(-c2ccccc2)n1C (stereo not drawn),-0.3,6,0,-2,2,-2,0,-1,4
O=C(Cc1ccccc1)N1CCC(c2nc3ccccc3[nH]2)CC1,0.6,10,-5,12,-5,-4,1,-1,5
CN(C)c1ccc(/C=N/NC(=O)c2ccc(NC(=O)c3ccccc3)cc2)cc1,-0.4,17,-9,24,-21,-3,11,12,-41
CCCC(c1nnnn1CS(=O)(=O)c1ccc(C)cc1)N1CCN(CC)CC1 (stereo not drawn),3.8,0,3,-10,-1,-4,2,-5,-2
CCN(CC1COc2ccccc2O1)C(=S)Nc1ccc(F)cc1 (stereo not drawn),-2.0,2,-11,14,-5,-4,2,5,-1
Cc1cccc2cc(C(c3nnnn3C(C)(C)C)N3CCN(C(=O)c4ccco4)CC3)c(=O)[nH]c12 (stereo not drawn),0.8,1,5,-7,0,-1,1,-3,8
O=S(=O)(Nc1nc(SCc2ccc(Cl)cc2)n[nH]1)c1ccc(F)cc1,1.9,-24,18,-23,22*,9,2,-20,4
Cn1c(Cc2cccs2)nnc1SCC(=O)Nc1ccc(F)cc1F,-3.1,7,2,1,-7,3,0,-4,3
COc1ccc(C2c3ccsc3CCN2C(=O)C(C)(C)C)cc1 (stereo not drawn),-1.4,1,0,-7,14,-12,-2,-16,1
O=C1C2C3C=CC(O3)C2C(=O)N1Cc1ccncc1 (stereo not drawn),0.8,8,14,-19,5,4,2,-3,4
CCCn1c(SCC(=O)Nc2cccc(C(=O)OC)c2)nnc1-c1cccnc1,-0.9,7,0,-14,-8,0,3,0,-4
CC(=O)NS(=O)(=O)c1ccc(NC(=S)NC(=O)COc2ccccc2C)cc1,0.3,-6,14,-10,4,0,1,-2,1
O=C(NCc1ccco1)c1ccc(Oc2ccccc2)cc1,-2.1,-1,0,2,3,-5,-2,8,1
COC(=O)C1C(=O)N(S(=O)(=O)c2ccc([N+](=O)[O-])cc2)c2ccccc21 (stereo not drawn),·,3,·,·,-3,4,10,-9,13
O=C(CCS(=O)(=O)c1ccc2c(c1)NC(=O)CO2)NCc1ccccc1,1.5,-4,-3,19,-3,-2,1,4,-2
COc1cc(S(=O)(=O)NCc2ccc3c(c2)OCO3)ccc1F,-0.1,3,1,-8,-3,-2,1,-9,-3
CC(=O)/C=C/c1ccc(C)o1,6.8,5,17,-19,6,2,2,-7,11
CNC(=O)CC(C(=O)O)c1ccc(OCC(C)C)cc1 (stereo not drawn),-0.2,5,9,-6,5,0,2,16,12

# Part of the list above in a different format.
Cc1cc(NC(=O)CSc2nnc(C3CC3)n2C)no1
- CRFBP-R2 agonist = 2.2
- CHRM5 antagonist = 3
- CHRM1 PAM = 13
- M1 antag = -12
- M5 PAM = 1
- CHRM5 agonist = 3
- M4 ag = 0
- M4 antag = 6
- M4 PAM = -4

O=C(NCc1ccco1)C1CCCN1C(=O)NCc1ccccc1 (stereo not drawn)
- CRFBP-R2 agonist = -0.7
- CHRM5 antagonist = 6
- CHRM1 PAM = 7
- M1 antag = -9
- M5 PAM = -1
- CHRM5 agonist = 2
- M4 ag = 0
- M4 antag = 1
- M4 PAM = 2

O=C(CN1C(=O)/C(=C/c2cccc(Br)c2)SC1=S)NC1=NCCS1
- CRFBP-R2 agonist = 0.7
- CHRM5 antagonist = -3
- CHRM1 PAM = 5
- M1 antag = 0
- M5 PAM = -4
- CHRM5 agonist = -2
- M4 ag = 1
- M4 antag = 2
- M4 PAM = -6

# Additional structures:
SMILES,CRFBP-R2 agonist,CHRM5 antagonist,CHRM1 PAM,M1 antag,M5 PAM,CHRM5 agonist,M4 ag,M4 antag,M4 PAM
Nc1nnnn1/N=C/c1cccc(O)c1,-0.1,1,11,-8,1,2,1,0,10
C[C@H](CO)N1C[C@H](C)[C@@H](CN(C)S(=O)(=O)c2ccccc2)Oc2c(NC(=O)c3ccncc3)cccc2C1=O,0.3,-1,4,-10,0,-6,0,-7,12
c1ccc(OCc2nnc3sc(C4COc5ccccc5O4)nn23)cc1 (stereo not drawn),-3.1,2,-3,-5,-7,-1,8,-21,-4
CC(=O)C(C(c1ccccc1)c1c[nH]c2ccccc12)[N+](=O)[O-] (stereo not drawn),0.5,15,0,-3,-9,-4,-1,-4,-6
O=C(COc1coc(CN2CCN(c3ccccc3)CC2)cc1=O)NC1CCCC1,0.2,10,3,-4,-2,0,1,-1,2
CCCn1c(N)c(C(=O)CSc2nnc(-c3cccnc3)n2-c2ccc(C)cc2C)c(=O)[nH]c1=O,0.7,-4,4,2,10,1,0,6,0
Cc1cc2c(ncn2C(C)C)c(N)c1C,1.1,8,3,0,-7,-3,0,-2,0
CCn1c(-c2ccc(N)cc2)nc2ccccc21,-1.4,-2,6,-9,-6,-3,2,-7,1
CCN(CC)S(=O)(=O)c1ccc(N2CCCCC2)c(NC(=O)C2CSC3(C)CCC(=O)N23)c1 (stereo not drawn),-1.3,-5,-2,-6,-1,-1,5,1,-7
COc1ccc(-c2noc(N3CCC(C(=O)Nc4ccc(OC)cc4OC)CC3)n2)cc1,-0.9,-4,7,-11,2,2,2,-13,7
COc1ccc(C(=O)NCc2cc(C(C)C)no2)cc1OC1CCN(C(C)C)CC1,-0.4,-5,7,-14,6,-6,1,1,6
Cc1ccc(C)c(OCCCC(=O)NC2CCCCC2)c1,-1.0,5,-4,7,-8,0,4,-12,-3

# Continued (2 carried over from the part before).
SMILES,CRFBP-R2 agonist,CHRM5 antagonist,CHRM1 PAM,M1 antag,M5 PAM,CHRM5 agonist,M4 ag,M4 antag,M4 PAM
COc1ccc(C(=O)NCc2cc(C(C)C)no2)cc1OC1CCN(C(C)C)CC1,-0.4,-5,7,-14,6,-6,1,1,6
Cc1ccc(C)c(OCCCC(=O)NC2CCCCC2)c1,-1.0,5,-4,7,-8,0,4,-12,-3
COc1ccccc1-c1ccc(/C=C2\C=CC(=O)O2)o1,119*,27*,-13,20,-24,70*,24,8,-15
CC(C)C[C@@H](NC(=O)[C@H]1CCCN1C(=O)Cc1ccccc1)C(N)=O,-1.1,8,5,-2,-4,-1,2,-2,-2
COc1ccccc1OCCNC(=O)c1ccccc1OCc1c(C)noc1C,-0.9,0,-2,3,-9,2,7,9,0
COc1cc2c(C(=O)NCCCOC(C)C)cn(CC(C)C)c(=O)c2cc1OC,0.4,5,-5,2,-8,0,2,0,-6
CC(C)(NS(=O)(=O)OCC(Cl)(Cl)Cl)c1ccccc1,-1.5,6,-5,6,4,-2,0,9,-2
Cn1nc(Cc2n[nH]c(=S)n2C)c2ccccc2c1=O,2.8,9,10,-3,2,1,1,-2,2
CCOc1ccc(NC(=O)Nc2ccccc2SC)cc1,-0.9,3,3,8,-6,-9,0,2,-11
O=C(NCC1CCCO1)c1onc(CSc2cccc3ccccc23)c1C(=O)O (stereo not drawn),-4.7,7,2,3,-6,7,0,-4,5
CCOCCCNS(=O)(=O)c1ccc(NC(=O)c2ccccc2)cc1,0.0,-6,-6,5,-5,9,9,0,-10
